ARNT-TACC3 inh: disrupts binding between human ARNT and TACC3; Q9Y6A5; AlphaScreen His-ARNT PAS-B/GST-TACC3 binding, luminescence; TACC3 fragment carries E629A point mutation; inhibition, % at 9.99 µM; actives 0.66% (n = 390,000);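 active = mean inhibition of replicates at least 50% and at least half of replicates each reaching 50%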;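 note: 0% = complete ARNT plus TACC3 wells and 100% = ARNT alone without TACC3; many hits fall short of the cut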
The depositor's hits bear a star. Only part of the results is shown, so the mix of outcomes need not match the whole.

SMILES | ARNT-TACC3 inh
NC(=O)C1CCN(C(=O)CN2CCc3ccccc32)CC1 | 7.1
COc1ccc(N=C2S/C(=C\c3cc(C)n(C)c3C)C(=O)N2CC(C)C)cc1 | -2.6
CCOC(=O)N1CCN(Cc2cc(=O)oc3cc4c(cc23)CCC4)CC1 | 12.8
CC(C)OCCCNC(=O)c1ccncc1 | -0.6
CC1Cc2ccccc2N1Cc1cc(=O)n2ccsc2n1 (stereo unspecified) | -5.1
CN(c1ccccc1C(=O)Nc1cccc(C(F)(F)F)c1)S(C)(=O)=O | 5.1
C#CCOC(=O)Nc1ccc(=O)n(Cc2c(Cl)cccc2Cl)c1 | 7.9
N#Cc1cccc2c1-c1ccccc1/C2=N/NC(N)=O | 18.3
CCOc1ccc2nc(-c3ccccc3)[nH]c2c1 | -4.5
O=[N+]([O-])c1cccnc1N1CCCCC1 | -8.6
O=C(NCCCCCCNC(=O)C1CCCC1)C1CCCC1 | -6.3
O=C(Nc1ccc2c(c1)OCO2)c1c(F)cccc1F | -4.4
Cc1cc(C)n(-c2cc(=O)n(C)c(=O)n2C)n1 | 1.0
CC(C)NC(=O)c1ccc(-c2ccccc2C(F)(F)F)o1 | 0.3
CN1C(=O)C(O)(CC(=O)c2ccc3c(c2)OCO3)c2ccccc21 (stereo unspecified) | -3.8
Cc1ccc2nc(-c3cccc(S(=O)(=O)N(C)C)c3)cn2c1 | -14.4
COc1cc(C(N)=O)cc(Br)c1OC | 9.0
O=C(Nc1nc2ccccc2[nH]1)c1ccccc1F | 6.8
CSc1nsc(/C=C/Nc2ccc(Cl)cc2)c1C#N | -7.4
CN(C)CCC(C(=O)c1ccccc1)c1ccccn1 (stereo unspecified) | -2.6
CCn1c(SCc2ccc([N+](=O)[O-])cc2)nnc1C(C)NC(=O)c1ccccc1Br (stereo unspecified) | -1.5
O=C(CCCc1ccccc1)Nc1ccc(Br)cc1F | 5.8
O=C(Cc1ccccc1)Nc1c(C(=O)N2CCCCCC2)cnn1-c1ccccc1 | -7.0
CC1=CC(C)(C)Nc2ccc(OC(=O)C(Cc3ccccc3)N3C(=O)c4ccccc4C3=O)cc21 (stereo unspecified) | -4.8
CCOC(=O)c1c(P(=O)(N2CCOCC2)N2CCOCC2)noc1N | -13.7
CCOCC(=O)Nc1nc2ccccc2s1 | -9.3
CCCCNc1ccccc1C(=O)OCC(=O)Nc1ccc(S(N)(=O)=O)cc1 | -19.7
CC(C)N(Cc1nc(-c2ccc(Cl)cc2)no1)C(=O)c1cccs1 | -5.9
CSc1nc(C)cc(SCCO)n1 | -5.0
O=C1c2ccccc2S(=O)(=O)N1Cc1cccc(S(=O)(=O)N2CCOCC2)c1 | 0.4

15 compounds already listed, sorted by count of non-hydrogen atoms, falling:
SMILES | ARNT-TACC3 inh
CC1=CC(C)(C)Nc2ccc(OC(=O)C(Cc3ccccc3)N3C(=O)c4ccccc4C3=O)cc21 (stereo unspecified) | -4.8
CCn1c(SCc2ccc([N+](=O)[O-])cc2)nnc1C(C)NC(=O)c1ccccc1Br (stereo unspecified) | -1.5
CCCCNc1ccccc1C(=O)OCC(=O)Nc1ccc(S(N)(=O)=O)cc1 | -19.7
CCOC(=O)c1c(P(=O)(N2CCOCC2)N2CCOCC2)noc1N | -13.7
CC(C)N(Cc1nc(-c2ccc(Cl)cc2)no1)C(=O)c1cccs1 | -5.9
Cc1ccc2nc(-c3cccc(S(=O)(=O)N(C)C)c3)cn2c1 | -14.4
CC(C)NC(=O)c1ccc(-c2ccccc2C(F)(F)F)o1 | 0.3
O=C(CCCc1ccccc1)Nc1ccc(Br)cc1F | 5.8
O=C(Nc1nc2ccccc2[nH]1)c1ccccc1F | 6.8
CCOc1ccc2nc(-c3ccccc3)[nH]c2c1 | -4.5
Cc1cc(C)n(-c2cc(=O)n(C)c(=O)n2C)n1 | 1.0
CCOCC(=O)Nc1nc2ccccc2s1 | -9.3
O=[N+]([O-])c1cccnc1N1CCCCC1 | -8.6
COc1cc(C(N)=O)cc(Br)c1OC | 9.0
CSc1nc(C)cc(SCCO)n1 | -5.0

Nothing new here: 5 of the compounds above.
SMILES | ARNT-TACC3 inh
CCOCC(=O)Nc1nc2ccccc2s1 | -9.3
CCCCNc1ccccc1C(=O)OCC(=O)Nc1ccc(S(N)(=O)=O)cc1 | -19.7
CC(C)N(Cc1nc(-c2ccc(Cl)cc2)no1)C(=O)c1cccs1 | -5.9
CSc1nc(C)cc(SCCO)n1 | -5.0
O=C1c2ccccc2S(=O)(=O)N1Cc1cccc(S(=O)(=O)N2CCOCC2)c1 | 0.4

(listing goes on)
SMILES | ARNT-TACC3 inh
Cc1ccc(-c2nc(CCN3C(=O)c4ccccc4C3=O)cs2)cc1 | -2.7
N#Cc1c(-c2ccc(Cl)cc2)nc2n(c1=O)CCCS2 | -4.1
O=C(/C=N/O)Nc1ccccc1C(=O)O | 1.3
Cc1c(NC(=O)CSc2nc3ccccc3[nH]2)c(=O)n(-c2ccccc2)n1C | -3.6
CCOC(=O)Cn1c(=O)c2c(nc3n2CCN3Cc2ccccc2)n(C)c1=O | -2.4
Cc1cc2c(c(Sc3ccccc3)n1)C(=O)OC2 | -6.4
CCOc1nc(Nc2ccc(F)cc2)nc(N2CCN(c3ccc(OC)cc3)CC2)n1 | -1.1
Cn1c(=O)n(C)c2cc(NC(=O)c3cc4ccccc4o3)ccc21 | -5.2
O=C(CCS(=O)(=O)c1cccc2nsnc12)NC1CCCCC1 | -17.9
COc1ccc(C(=O)CSc2nnc(CCc3ccccc3)n2-c2ccccc2)cc1 | -2.8
C(=N\n1cnnc1)/c1ccc(OCc2cccc3ccccc23)cc1 | 22.9
CCC1S/C(=N/N=C/c2cccs2)NC1=O (stereo unspecified) | 1.9
Cc1csc(SCCn2c(N3CCN(c4ccccc4)CC3)nc3c2c(=O)[nH]c(=O)n3C)n1 | -9.2
CCn1nc(NS(=O)(=O)c2cccc3nonc23)c2cc3ccc(C)cc3nc21 | 23.0
COC(=O)c1cccc(N(C(=O)c2cnccn2)C(C(=O)NC2CCCCC2)c2cn(C)nc2C)c1 (stereo unspecified) | -8.9
CCn1c(SCC(=O)Nc2cc(NC(C)=O)ccc2OC)nnc1-c1ccccn1 | 49.6*
CCCc1nc2ccc(NC(=O)NCCC(=O)OCC)cc2c(=O)n1Cc1cccc(Cl)c1 | 0.1
Cc1cc(OCC(=O)N2CCC(C(N)=O)CC2)c2c(C)c(C)c(=O)oc2c1 | -1.8
CCCSc1nnc2n(N)c(=O)c3ccccc3n12 | -3.5
COCCN1C(=O)c2ccccc2C(C(=O)N2CCN(c3ccccn3)CC2)C1c1ccc(F)cc1 (stereo unspecified) | -6.6
Cc1ccc(-c2nc(-c3ccccn3)no2)cc1 | -7.6
Cc1nc2cc(-c3cccc(F)c3)nn2c(N2CCN(C(=O)c3ccco3)CC2)c1C | 1.5
CC1CCC(NC(=O)CN2CCCN(Cc3ccc(F)cc3Cl)C2=O)CC1 (stereo unspecified) | -3.9
Cc1ccccc1NC(=O)/C(=C\c1cccs1)NC(=O)c1ccccc1 | -1.1
Cn1c(COc2ccccc2)nnc1SCCSc1nnc(COc2ccccc2)n1C | -9.4
COc1ccc(S(=O)(=O)N(CC(=O)NCc2ccco2)c2ccccc2)cc1OC | -22.9
Cc1cc(NC(=O)COC(=O)c2ccc(NS(=O)(=O)c3ccc(C)c(C)c3)cc2)no1 | -2.4
Cc1ccc(NC(=O)c2cc(S(=O)(=O)N3CCOCC3)ccc2F)c(C)c1 | -0.6
CN1CCN(C2=CC3=CC(=C(C#N)C#N)CCC3CC2)CC1 (stereo unspecified) | -0.9
C=C(C)CSc1nnc(-c2cccc(Cl)c2)n1N | 11.1
COC(=O)c1c(N)n(-c2ccc(NC(C)=O)cc2)c2nc3ccccc3nc12 | 13.8*
CCCS(=O)(=O)c1nnnn1-c1cccc(OC)c1 | 6.4
CC(C)(C)NC(=O)NC(=O)COC(=O)Cn1c(C(F)(F)F)nc2ccccc21 | 25.8
CCOc1[nH]c(/N=C/c2ccco2)c(C#N)c1C#N | -2.7
CC(=O)NC(Cc1ccccc1F)C(=O)NC1CCN(C(=O)c2cnccn2)CC1 (stereo unspecified) | -6.2
CS(=O)(=O)c1ccc2nc(NC(=O)C3COc4ccccc4O3)sc2c1 (stereo unspecified) | -4.5
CCOc1ccc(N=C2NC(=O)S/C2=C\c2ccc(N(C)C)cc2)cc1 | -5.6
Cc1ccc(S(=O)(=O)N[C@H](C(=O)OCn2nnc3ccccc3c2=O)C(C)C)cc1 | 1.7
Cc1cccc(CN2C(=O)N/C(=C/c3cc(C)n(-c4cc(C)ccn4)c3C)C2=O)c1 | -0.5
CCn1c(SCC(=O)NCC2CCCO2)nnc1-c1ccccc1 (stereo unspecified) | -5.2
O=C(CSc1nc2ccc(Cl)cc2[nH]1)NCc1ccco1 | 1.4
COc1cc2c(cc1OC)CN(CC(=O)Nc1ccc(Cl)c(S(=O)(=O)N(C)C)c1)CC2 | 3.3
COCCNC(=O)C(c1cccs1)N(CCc1ccccc1)C(=O)Cn1nnc2ccccc21 (stereo unspecified) | 14.7
CCCOC(=O)Nc1ccc(C(N)=O)cc1 | -1.5
COCCN(CCOC)S(=O)(=O)c1ccc(C(=O)Nc2nc(-c3ccncc3)cs2)cc1 | -3.8
CC(C)(C)NS(=O)(=O)c1ccc(NS(=O)(=O)c2ccc(F)cc2)cc1 | -12.1
Oc1ccc(Nc2nc(-c3ccc4ccccc4c3)cs2)cc1 | -8.6
CCC(=O)N(Cc1ccco1)c1nc(-c2ccccc2)cs1 | -1.3
c1ccc(-n2nc3c(ccc4cnnc43)[nH]2)cc1 | 13.3
Cc1ccc2c(n1)sc1c(N)ncnc12 | 12.9
O=C(Nc1ccc(Oc2ccc3ccccc3c2)cc1)c1ccco1 | -4.7
CCS(=O)(=O)NCc1cn2ccsc2n1 | 6.3
COc1ccc2nc(SCC(=O)Nc3ccc4sc(C)nc4c3)c(C#N)cc2c1 | -20.6
C=CCn1c(SCC(=O)Nc2ccc3c(c2)OCO3)nnc1-c1ccccc1OC | 6.8
OCCCNCc1cccc2ccccc12 | 4.9
Cc1ccc(S(=O)(=O)N2CCN(C(=O)CSc3nc4ccccc4c(=O)[nH]3)CC2)cc1 | 0.8
CCOc1ccccc1N1CC(C(=O)NCCc2ccc(S(N)(=O)=O)cc2)CC1=O (stereo unspecified) | -0.6
COc1cc(OC)cc(C(C(=O)NCc2ccccc2)N(Cc2ccco2)C(=O)c2ccno2)c1 (stereo unspecified) | 3.2
O=C(CCn1cccc1)NCCc1ccc(Cl)cc1 | -3.8
Cn1c(=O)c2cn3c(c2n(C)c1=O)C(c1ccccc1)CC(c1ccccc1)=N3 (stereo unspecified) | 2.4
(next part)
SMILES | ARNT-TACC3 inh
CSC1=N/C(=C\c2ccc(C)cc2)C(=O)S1 | 6.1
COc1ccc(C(NC(=O)/C=C\c2ccco2)c2ccc(OC)c(OC)c2)cc1 (stereo unspecified) | 2.8
CCOc1ccc(C(=O)Nc2c3c(nn2-c2ccc(F)cc2)CS(=O)C3)cc1 (stereo unspecified) | -4.4
Cc1cc(NC(=O)CSc2nnc3c(C)cc4c(C)ccc(C)c4n23)no1 | 1.1
COC(=O)c1ccc(C(=O)OC)c(NC(=O)CSc2nnc(-c3ccccc3Cl)o2)c1 | -7.4
c1ccc2c(-n3cccn3)cccc2c1 | -0.7
Cc1ccc2c(c1)NC(=O)CC(c1ccccc1)=N2 | -2.0
COc1ccc(C2=NN(C(=O)c3cccc([N+](=O)[O-])c3)C(c3cccc([N+](=O)[O-])c3)C2)cc1 (stereo unspecified) | -2.4
COCCCn1c(SCC(=O)NC(C)C)nnc1-c1ccccc1 | -6.5
O=C(COc1cccc(NC(=O)c2cccc([N+](=O)[O-])c2)c1)c1ccc(Br)cc1 | -2.8
CCOC(=O)C1CCN(C(=O)c2ccc3snnc3c2)CC1 | -3.3
CN(C(=O)CSc1nc(-c2ccc(F)cc2)cs1)C1CCS(=O)(=O)C1 (stereo unspecified) | -7.6
Cc1nc(-n2nnc3ccccc32)c2c3c(sc2n1)CCCC3 | -4.6
O=C1CC(C(=O)Nc2ccc(F)c(Cl)c2)N=C(N2CCCCC2)N1 (stereo unspecified) | 8.3
CCOC(=O)C1CCN(Cc2cnc(Oc3ccc(Cl)cc3C)s2)CC1 | -7.4
COc1cccc(/C=N/n2c(=S)n(C)c3cc(C)c(C)cc32)c1OC | 0.3
Cc1coc(C)c1C(=O)CC1(O)C(=O)N(CCc2ccccc2)c2ccccc21 (stereo unspecified) | -0.7
CC1(C)CC(=O)c2c(nn(-c3ccccc3)c2N)C1 | -1.8
CCOC(=O)C1C(=O)C(C(=O)OCC)C(c2cccnc2)NC1c1cccnc1 (stereo unspecified) | -4.1
Cc1ccc(C(=O)COc2nc(C)cc(C)c2C#N)cc1 | 0.2
CCCn1c(=C(C#N)C#N)s/c(=C2\C=Cc3ccccc3N2CC)c1=O | -2.9
O=C(NC1CCCC1)C(c1cccs1)N(CC1CCCO1)C(=O)Cc1cccs1 (stereo unspecified) | -2.1
CCOC(=O)N1CCN(C(=O)CSc2nnc(-c3cc(OC)cc(OC)c3)o2)CC1 | -0.9
O=C(NC1CC1)c1cc(Cl)ccc1[N+](=O)[O-] | -3.4
CCOC(=O)c1cc2cc(OC)ccc2[nH]1 | 4.1
CCC(=O)c1c[nH]c(C(=O)NCC2CCCO2)c1 (stereo unspecified) | -2.9
COc1cc(-c2nnn(CC(=O)NC3CCS(=O)(=O)C3)n2)ccc1OCc1ccccc1 (stereo unspecified) | -2.1
CCOc1ccc(OCCSc2nc3ccccc3o2)cc1 | -11.1
CCCCN(CCCNC(=O)C1CCCN(S(=O)(=O)CC)C1)Cc1ccccc1 (stereo unspecified) | -7.9
CN(CC(=O)N1CCCC1)S(=O)(=O)c1cc(Cl)ccc1Cl | 2.2
O=C(NC1(C(F)(F)F)N=C(c2ccccc2)NC1=O)c1ccc(Cl)cc1Cl (stereo unspecified) | -2.5
CC(C)CC(NC(=O)C(CC(C)C)NC(=O)OC(C)(C)C)C(N)=O (stereo unspecified) | 4.4
CCOC(=O)N1CCN(Cc2nc(N)nc(Nc3ccc(C)cc3)n2)CC1 | 16.3
O=C(CSc1ccccc1Cl)c1ccco1 | 0.4
O=S(=O)(c1cccc2cccnc12)N1CCN(Cc2ccc3c(c2)OCO3)CC1 | 4.7
